# CF NFkB inh: blocks PAF-induced NF-kB reporter in cystic fibrosis cells. KKLEB NF-kB-GFP reporter, GFP fluorescence overnight. inhibition, % at 5 µM. 360,000 tested, 0.86% active. AID 588850;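 active = at least 50% inhibition at 5 µM, scaled per plate between neutral and stimulator controls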;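 note: PAF is a Pseudomonas aeruginosa culture filtrate used as stimulus; plate controls were PAF-stimulated DMSO wells for no effect and unstimulated DMSO wells for full effect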
# KKLEB tox: counter-screen for CF NF-kB inhibitors: cytotoxicity; activity change (cytotoxicity), % at 5 µM; 360,000 tested, 0.36% active; KKLEB CF airway cells viability, ATPlite luminescence, overnight; stronger effect = lower value; cells stimulated with P. aeruginosa culture filtrate;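 active = corrected activity change at or below -50% at 5 µM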
# Peg3 prom inh: reduces Peg3 promoter-driven luciferase expression in HeLa; AID 588405; HeLa PEG-Prom luciferase reporter, luminescence, overnight; 360,000 tested, 1.7% active; inhibition, % at 20 µM;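 active = inhibition of at least 50% at 20 µM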
# NR2E3 ag-1: activates human NR2E3 receptor; Q9Y5X4; CHO-S Gal4-NCOR/VP16-NR2E3 two-hybrid, luciferase; 360,000 tested, 0.35% active; inhibition of corepressor binding, % at 3.98 µM; AID 602229;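 active = inhibition above the mean of all tested compounds plus 3 SD, cut at about 70% in these data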;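 note: 0% = DMSO with NR2E3 transfected cells and 100% = cells lacking NR2E3 construct; higher means lower luciferase signal from less NR2E3 corepressor binding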
# Target sequence (Q9Y5X4 whole entry, looked up, the tested form may be a part): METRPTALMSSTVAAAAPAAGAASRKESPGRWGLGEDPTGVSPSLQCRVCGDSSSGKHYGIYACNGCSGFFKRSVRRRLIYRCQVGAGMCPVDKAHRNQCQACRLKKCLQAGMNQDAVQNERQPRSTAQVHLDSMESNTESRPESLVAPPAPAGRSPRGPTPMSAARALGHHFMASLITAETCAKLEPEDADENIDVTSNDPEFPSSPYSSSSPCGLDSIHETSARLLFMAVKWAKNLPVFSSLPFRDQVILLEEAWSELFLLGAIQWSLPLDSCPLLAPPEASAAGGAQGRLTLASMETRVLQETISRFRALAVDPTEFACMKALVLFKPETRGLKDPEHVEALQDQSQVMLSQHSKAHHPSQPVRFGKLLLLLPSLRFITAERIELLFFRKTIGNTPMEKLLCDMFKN
# aDG glyco up: alpha-DG glycosylation activation | Pro5-aDG cells, alpha-DG glycosylation AlphaScreen (IIH6); 0% Pro5, 100% B10-LARGE cell signal | activation, % at 10 µM | 360,000 tested, 0.22% active | AID 624168;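 active = activation of at least 8% versus controls, or a plate z-score of at least 8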;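 note: Pro5 are CHO cells carrying HIG-tagged alpha-DG that lacks glycosylation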
# TWEAK Fn14 block: TWEAK-Fn14 signaling inhibition; inhibition, % at 10 µM; TWEAK-stimulated Fn14 reporter cells, luciferase luminescence, 8 h; 360,000 tested, 2% active; in the data active = inhibition above about 50%
# HIF-2a inh: blocks HIF-2a reporter activity. 360,000 tested, 0.72% active. AID 624352. inhibition, % at 18.8 µM. 786-0 RCC cells HIF-2a reporter, luciferase luminescence, overnight;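 active = inhibition of the luminescence signal of 40% or more relative to plate controls, in a single-dose primary screen at 18.75 µM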
# Shn3 inh set2: reduces Shn3 3'UTR luciferase signal in osteoblasts; Clone20 osteoblast Shn3 3'UTR firefly luciferase, 24 h; inhibition, % at 12.5 µM; 360,000 tested, 0.52% active;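 active = mean inhibition of at least 75% with every replicate also reaching 75%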;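 note: 0% = median of neutral control wells and 100% = pilot-screen positive control compound; some compounds past the cut are filed as inactive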
# TRPM1 prom inh: reduces MITF-dependent TRPM1 promoter luciferase signal; SK-MEL-5 TRPM1 promoter luciferase, 24 h; 330,000 tested, 0.83% active; inhibition, % at 12.5 µM; AID 488899;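 active = mean inhibition across replicates of 60% or more, whatever share of single replicates reaches that level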; note: values of inactives mirror those of a sister screen read the other way
# iPSC survival up: enhancers of human iPSC single-cell survival; hiPSC single-cell survival, ATPlite luminescence; 100% = ROCK inhibitor wells, 0% = DMSO; survival enhancement, % at 20 µM; AID 602274; 360,000 tested, 0.044% active; in the data active = survival enhancement above about 18%;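 note: cells exposed to compounds for 16 hours before the ATP read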
# NR2E3 ag-2: activates human photoreceptor nuclear receptor NR2E3; Q9Y5X4; GST-NR2E3/biotin-RetCOR TR-FRET, 1536-well; inhibition of corepressor binding, % at 4.78 µM; 320,000 tested, 0.12% active; AID 2300;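 active = percent inhibition above the cutoff of mean plus 3 SD of all tested compounds, set per screening campaign, cut at about 20% in these data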;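 note: 0% = DMSO wells and 100% = biotin wells as full block of FRET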
#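 Assay system: NR2E3–RetCOR corepressor complex. Quantity: 1.35 nM GST-NR2E3. Buffer or medium: pH 7.5 Tris-based buffer. Reagent: biotinylated RetCOR corepressor at 7 nM final. Schedule: 5 h at 4 °C. Detection: TR-FRET, emission read at 617 and 671 nm. Replicates: one well per compound, singlicate testing.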
# Numbers without * were called inactive; / = not tested or not shown.
# Under each structure: TWEAK Fn14 block	TRPM1 prom inh	HIF-2a inh	NR2E3 ag-1	Shn3 inh set2	KKLEB tox	iPSC survival up	aDG glyco up	CF NFkB inh	Peg3 prom inh	NR2E3 ag-2
- Cc1cc(N2C(=O)CC(N3CCN(c4ccc(C(=O)c5cccs5)cc4)CC3)C2=O)no1 (centres undefined)
  -8	-10	-64	-31	3	6	-3.8	0.1	-3	-58	2
- Brc1ccc2nc(C3CCCCC3)c(CC3CCCCC3)n2c1
  -1	/	-4	-22	2	7	-1.4	0.0	-4	5	/
- O=C(NCC(c1cccs1)N1CCOCC1)c1cnc(Cl)c(Cl)c1 (centres undefined)
  4	13	5	-2	10	-1	11	0.0	-10	-11	/
- CC(=O)c1cc(C#N)c(N2CCOCC2)nc1C
  24	6	19	3	5	8	-1.5	-0.3	7	18	0
- CCC(=O)Nc1ccc(Oc2ccc3c(c2)C(=O)N(c2ccc(O)cc2)C3=O)cc1
  8	3	9	9	-18	8	2.0	0.0	5	3	1
- CN(CC(CC(=O)O)c1ccccc1)S(=O)(=O)c1ccc(Br)cc1 (centres undefined)
  1	4	0	-9	-3	16	1.4	0.0	12	-2	-1
- O=C(/C=C/c1ccc2c(c1)OCO2)Nc1nc(-c2ccccc2)cs1
  88*	14	-128	-25	18	10	-2.4	0.0	-27	-71	2
- CC1=NNC(=O)C1Oc1ccccc1 (centres undefined)
  0	1	24	20	2	-3	-0.7	-0.1	9	-5	1
- CCOc1cccc(-c2c(C(=O)N/N=C(\C)c3ccccn3)nnn2-c2nonc2N)c1
  -13	61*	15	-9	94*	-15	-0.3	1.2	29	74*	2
- CCn1c(Cc2c(C)[nH]c3ccccc23)n[nH]c1=S
  6	-5	20	12	46	4	3.9	-0.1	4	12	2
- O=S(=O)(c1ccc(F)cc1)c1nc(-c2ccccc2F)oc1N1CCCCC1
  -1	0	-24	-20	-5	-2	2.4	-0.1	5	18	0
- CCC(C)c1ccc(OCC(=O)NNC(=O)C2CCCCC2)cc1 (centres undefined)
  -6	-3	-5	-2	9	0	-0.2	-0.3	15	0	0
- COc1ccccc1N1C(=O)N(CC(=O)C(C)(C)C)c2ccccc2S1(=O)=O
  11	-7	11	-26	-5	-10	1.4	0.0	0	0	3
- CC(=NC1CCCCC1)c1ccc(O)cc1O
  15	/	15	-1	20	3	-0.1	-0.3	-13	-8	/
- O=C(Nc1ccc([N+](=O)[O-])c(NC(=O)C2CCCO2)c1)C1CCCO1 (centres undefined)
  -1	-3	12	-9	-37	0	0.4	-0.4	8	9	0
- CCOC(=O)C1(CC)CC(CSc2nc3ccccc3[nH]2)OC1=O (centres undefined)
  14	0	12	-2	7	4	-2.2	0.0	2	16	-2
- O=C(Nc1ccc(F)cc1)N1CCCN(c2ccc(C(F)(F)F)cn2)CC1
  22	6	9	-29	11	-9	-0.4	0.2	19	14	2
- CCCn1nc(C(=O)Nc2cc(OCC)c(N3CCOCC3)cc2OCC)c2ccccc2c1=O
  19	12	-21	-11	58	-7	0.4	-0.9	29	25	/
- Cc1cc(Nc2cc(F)ccc2C)n2ncnc2n1
  -5	5	0	-7	4	10	0.8	-0.3	-6	-2	-2
- O=c1c2ccccc2nc(-c2ccc(Cl)c(Cl)c2)n1O
  3	7	6	-7	11	5	3.4	0.4	-3	34	3
- CCC(CC)C(=O)N(C)c1c(C)nc2c(OCc3ccc(C(F)(F)F)cc3)cccn12
  21	/	3	-4	-1	-18	3.0	1.1	14	20	/
- CC(CN1c2ccccc2Sc2ccccc21)N(C)C (centres undefined)
  -13	-4	7	-24	-12	10	-1.8	0.1	1	-6	0
- Cc1occc1C(=O)Nc1ccc(S(=O)(=O)N2CCCC2)cc1
  1	-6	-15	-4	-27	6	-0.6	-0.3	-8	-27	-3
- CC(C)(C)c1ccc2c(c1)N(CC(=O)N1CCCC1)C(=O)CO2
  10	4	16	12	-8	-4	-0.4	-0.1	18	7	4
- CCOc1nc(Oc2cccc(C(=O)O)c2)nc(Oc2cccc(C(=O)O)c2)n1
  -5	4	9	-15	0	3	-1.4	0.0	1	-1	2
- COc1ccc(C(=O)N2CCC(C(=O)NCc3ccccn3)CC2)cc1
  5	1	36	-2	3	2	-1.6	-0.2	-15	5	-3
- O=C1N/C(=C\c2ccccc2)c2ccccc21
  9	14	-212	-80	5	-4	6.9	-0.2	-3	-40	3
- O=C(CCNC(=O)C1CCN(S(=O)(=O)c2ccc(F)cc2)CC1)NCc1cccc(Cl)c1
  -8	10	14	-10	2	10	0.9	0.2	4	22	-1
- CC(C)CN(CCCNC(=O)CN1C(=O)COc2ccc(S(=O)(=O)N3CCOCC3)cc21)CC(C)C
  3	-3	-3	0	4	-2	-0.4	0.0	12	-9	1
- COc1ccc(C2C(C(N)=O)=C(C)Nc3nc(CCCO)nn32)cc1 (centres undefined)
  19	8	5	-18	0	3	-0.5	0.0	-16	9	-4
- Cc1c(NC(=O)CSc2n[nH]c(-c3ccccc3)n2)c(=O)n(-c2ccccc2)n1C
  -6	3	5	2	-1	4	-0.2	0.0	-6	17	0
- N#CCCN(Cc1cccnc1)C(=S)NC(=O)c1ccco1
  4	-1	18	-20	14	-6	0.8	0.2	-6	2	1
- COCC(C)n1c(SCC(=O)NC(=O)Nc2ccc3c(c2)OCCO3)nc2ccccc2c1=O (centres undefined)
  -2	-12	-27	-5	4	-7	0.0	-0.1	-1	-4	0
- CCOC(=O)c1c(NC(=O)CNCCOC)sc2c1CCCC2
  5	10	14	-23	13	-3	1.3	-0.3	2	10	-3
- CC(C)C[C@@H](CNCC(=O)[C@H](Cc1c[nH]c2ccccc12)NC(=O)c1[nH]cnc1C(=O)N[C@@H](C)CN)NC(=O)c1nc[nH]c1C(=O)N[C@@H](C)C(=O)O
  -6	10	15	-11	1	7	1.9	-0.2	-1	7	/
- Cc1cc(C)cc(NC(=O)c2cc(Cl)sc2Cl)c1
  -55	-13	-58	-29	10	-1	1.5	0.2	-18	-39	3
- N=c1ccn(Cc2c(Cl)cccc2Cl)cc1
  4	31	17	-12	6	-20	1.7	-0.1	-8	7	-3
- CN(CC(=O)NCCc1ccccc1)CC(=O)Nc1cccc(F)c1
  -6	-9	-3	-20	-7	0	-0.5	-0.2	-21	2	/
- Cc1ccc(C2(C)NC(=O)N(CC(=O)N3CCN(S(=O)(=O)c4cccc([N+](=O)[O-])c4)CC3)C2=O)cc1 (centres undefined)
  0	4	3	12	3	-1	-0.4	0.3	3	3	/
- C/C(=N/NC(=O)CSCc1ccc(Cl)cc1)c1cccc(NC(=O)c2ccccc2)c1
  -20	6	12	-11	1	-5	-0.4	0.4	8	-9	0
- CC(C)(C)c1ccc(S(=O)(=O)N2CCCCC2)cc1
  13	-7	-1	13	5	3	0.3	0.0	-8	8	0
- O=C(CN1CCCCC1)Nc1ccc(S(=O)(=O)c2ccc(NC(=O)CN3CCCCC3)cc2)cc1
  11	-4	-1	-2	-2	-15	1.1	1.9	7	-5	/
- CCOc1cc(CNCCO)cc(Br)c1OCc1ccccc1Cl
  -2	47	8	21	53	-6	-4.2	0.8	13	106*	-2
- CCC(=O)N(Cc1cc2cc(OC)ccc2[nH]c1=O)c1cc(C)ccc1C
  -6	-1	-3	-16	-12	11	-2.1	0.1	6	0	2
- COc1ccc(NS(=O)(=O)c2cccc(C(=O)NCc3ccccc3CN3CCOCC3)c2)cc1
  -10	-1	8	26	13	7	-1.8	0.3	-15	7	/
- Cc1nc(Cc2nnc(SCC(=O)N3CCN(c4ccc(F)cc4)CC3)o2)cs1
  0	12	6	0	-9	-2	-0.3	0.2	-4	7	2
- CCOc1cc(Br)c(C=O)cc1OCC
  14	25	16	-2	-5	-28	-1.4	-0.3	47	28	0
- O=C(CSc1ncc(C(F)(F)F)cc1Cl)N1CCN(S(=O)(=O)c2ccc(Cl)cc2)CC1
  -2	-1	-13	13	29	-3	1.9	0.4	12	7	0
- S=c1[nH]nc(-c2cnccn2)n1-c1ccccc1
  -12	0	11	-14	-17	-3	-1.1	-0.1	-3	16	-1
- N#C/C(=C\c1ccccc1)c1nc2ncccc2[nH]1
  -21	10	-63	-17	-21	7	-0.7	-0.3	-24	-69	2
- CC(=O)c1cc(-c2ccc(F)cc2)n(CCC(=O)Nc2cc(C)[nH]n2)c1C
  7	6	8	0	-2	-1	1.7	0.0	-3	-1	4
- CC(=O)N1c2c(cc(Br)cc2S(=O)(=O)N2CCCCC2)CC1C (centres undefined)
  0	0	14	-13	18	-2	-0.6	-0.1	3	3	2
- O=C1c2cccc3c([N+](=O)[O-])ccc(c23)C(=O)N1c1ccc(Cl)cn1
  7	34	31	-7	58	-11	1.0	-0.3	9	105*	1
- COc1ccc(CNC(=O)CNC(=O)N2CC(=O)Nc3ccccc32)cc1
  2	-4	-5	-1	-2	2	-0.3	-0.1	-2	0	-1
- COc1ccc(OC)c(C(=O)c2ccc(Cl)cc2)c1
  -1	-2	1	-16	10	8	0.3	-0.1	-13	18	-3
- O=S1(=O)CCOCCCN1Cc1ccccc1F
  -28	-2	4	18	12	-21	8.3	1.3	25	-2	5
- CNC(=S)NNc1nc(-c2ccccc2)c2cc(Cl)ccc2n1
  -2	11	26	18	4	13	-0.1	0.2	-2	27	-2
- Cc1cccc(Cn2c(C)nc3ccc([N+](=O)[O-])cc3c2=O)c1
  -13	22	14	22	15	2	0.5	0.0	7	24	2
- CCc1ccc(C2c3[nH]c4ccccc4c3CCN2C(=O)c2cc(C)nn2C)cc1 (centres undefined)
  -35	13	11	-23	-31	-3	0.3	-0.2	-15	16	1
- O=C(NCCc1c[nH]c2ccccc12)c1cc(Cl)c2c(c1)OCO2
  4	-106	-244	-107	-75	-10	-0.7	-0.1	-24	-310	-3
- O=C(O)CCCN=C1NC2(CCCC2)Cc2ccccc21
  9	-5	15	-8	18	-1	-0.6	-0.1	4	17	0
- COc1ccc(NC2CC(=O)N(c3cccc([N+](=O)[O-])c3)C2=O)cc1 (centres undefined)
  -5	-6	1	1	2	8	1.4	0.0	-5	-2	-3
- Cc1csc(SCC(=O)N(C)CC(=O)Nc2ccccc2Cl)n1
  5	5	-1	-13	6	17	-0.6	0.1	-4	1	2

# Quoted from the entries so far (two entries):
# Under each structure: TWEAK Fn14 block	TRPM1 prom inh	HIF-2a inh	NR2E3 ag-1	Shn3 inh set2	KKLEB tox	iPSC survival up	aDG glyco up	CF NFkB inh	Peg3 prom inh	NR2E3 ag-2
- Cc1nc(Cc2nnc(SCC(=O)N3CCN(c4ccc(F)cc4)CC3)o2)cs1
  0	12	6	0	-9	-2	-0.3	0.2	-4	7	2
- CCOc1cc(Br)c(C=O)cc1OCC
  14	25	16	-2	-5	-28	-1.4	-0.3	47	28	0

# High-throughput results from PubChem.
